PPARg SRC3 recr = promotes SRC-3 coactivator recruitment by human PPARgamma; P37231; biochemical PPARgamma/SRC-3 coactivator recruitment assay; activation, % at 8 µM; actives 0.26% (n = 200,000); in the data active means activation above about 23%;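 further: 0% = DMSO and 100% = reference agonist; some compounds past the cut are filed as inactive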
PMI act hi M6P = PMI (human) activation, high substrate; activation factor at 20 µM; actives 0.34% (n = 190,000); coupled PMI enzyme assay, resazurin fluorescence, 20 min; stronger effect = higher value; 1 = untreated enzyme, 0 = substrate-free blank; P34949;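 active means activation factor of 2 or more at 20 µM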
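Test system: human PMI in coupled enzyme assay; Input: PMI at 15 ng/mL final; Medium: HEPES buffer, pH 7.4; Schedule: 20 min incubation at room temperature; Technique: resorufin fluorescence at Ex 544/Em 590 nm; Compound: 20 µM single dose; Probe or stimulus: Near-saturating mannose-6-phosphate, 1.0 mM.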
PPARg SRC-1 ag = promotes SRC-1 coactivator recruitment by human PPARgamma; P37231; activation, % at 8 µM; AID 631; actives 0.41% (n = 200,000); PPARgamma-SRC-1 coactivator recruitment biochemical assay; in the data active means activation above about 19%;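 further: 0% = DMSO and 100% = reference agonist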
ROMK primary = modulates human ROMK potassium channel activity | actives 2% (n = 130,000) | P48048 | Tet-inducible ROMK, thallium flux fluorescence; actives lie on both sides | B-score at 10 µM;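 active means signal ratio slope over the read window, or its plate-corrected B-score, at least 3 SD from the plate mean, either direction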;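 further: B-score of the F/F0 ratio slope over 7 to 12 s after thallium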
Target sequence (P48048 whole entry, looked up): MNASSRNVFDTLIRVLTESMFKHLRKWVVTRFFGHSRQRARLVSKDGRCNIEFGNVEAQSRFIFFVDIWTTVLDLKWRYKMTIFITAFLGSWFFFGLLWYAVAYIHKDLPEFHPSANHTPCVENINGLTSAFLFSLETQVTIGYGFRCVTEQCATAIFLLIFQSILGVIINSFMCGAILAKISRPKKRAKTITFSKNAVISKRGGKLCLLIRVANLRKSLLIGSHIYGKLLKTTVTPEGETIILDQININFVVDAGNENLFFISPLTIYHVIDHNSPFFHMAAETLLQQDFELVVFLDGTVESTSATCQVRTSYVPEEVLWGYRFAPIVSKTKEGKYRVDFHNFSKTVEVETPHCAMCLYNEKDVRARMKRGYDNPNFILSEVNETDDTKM
TR-FRET SRC-2 ct = counter-screen for PPARgamma SRC-2 recruitment agonists: TR-FRET artefact; stronger effect = higher value; TR-FRET ratio at 8 µM; actives 0.4% (n = 200,000); in the data active means TR-FRET ratio above about 2000; further: inactives centre near 1500
G6PDH counter = inhibits Leuconostoc G6PDH, flagging false hits in G6PDH-based assays. actives 0.12% (n = 200,000). Purified L. mesenteroides G6PDH, diaphorase/resazurin coupled fluorescence, 45 min. inhibition, % at 5 µM; in the data active means inhibition above about 50%
PPARg SRC2 recr = promotes SRC-2 coactivator recruitment by human PPARgamma; PPARgamma LBD-SRC-2 recruitment, biochemical; P37231; actives 0.34% (n = 200,000); activation, % at 8 µM; in the data active means activation above about 22%;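 further: 0% = vehicle and 100% = reference agonist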
Diaph act CS = activates diaphorase or chemically reduces, flagging diaphorase assay artifacts. activation factor at 20 µM. Diaphorase/resazurin coupled assay, resorufin fluorescence, 16 min; stronger effect = higher value; 1 = vehicle wells, 0 = NADH-free wells. actives 0.005% (n = 190,000). AID 1229;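 active means diaphorase activity raised at least twofold by the compound at 20 µM; inactive means activation factor below 2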
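Material: Purified diaphorase enzyme from Clostridium kluyveri | Buffer or medium: 50 mM HEPES pH 7.4 with 4.542 mM MgCl2, 0.005% Tween 20 | Times: 16 min enzyme reaction, ambient temperature | Signal: Red resorufin fluorescence at 544/590 nm excitation/emission | Measure: Increased resorufin signal from activators or reducing compounds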
PMI activator = phosphomannose isomerase (human) activation. purified human PMI, coupled resazurin fluorescence, 20 min; stronger effect = higher value; 1 = vehicle control, 0 substrate-free wells. activation factor at 20 µM. actives 0.005% (n = 190,000). AID 1214;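 active means activation factor of 2 or more at 20 µM, relative to plate controls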
S1P3 antag = antagonists of human S1P3 receptor; Q99500; CHO S1P3 NFAT-BLA reporter, FRET fluorescence, antagonist mode; inhibition, % at 4.98 µM; actives 0.27% (n = 170,000);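 active means inhibition above the plate cutoff, the mean inhibition of test wells on that plate plus 3 SD, cut at about 28% in these data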;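 further: cells challenged with S1P at its EC80 of 0.8 µM; blue over green emission ratio from cleaved BLA substrate after 4 h stimulation; 0% = S1P-stimulated wells and 100% = unstimulated DMSO-only wells; some compounds past the cut are filed as inactive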
Target sequence (Q99500 whole entry, looked up): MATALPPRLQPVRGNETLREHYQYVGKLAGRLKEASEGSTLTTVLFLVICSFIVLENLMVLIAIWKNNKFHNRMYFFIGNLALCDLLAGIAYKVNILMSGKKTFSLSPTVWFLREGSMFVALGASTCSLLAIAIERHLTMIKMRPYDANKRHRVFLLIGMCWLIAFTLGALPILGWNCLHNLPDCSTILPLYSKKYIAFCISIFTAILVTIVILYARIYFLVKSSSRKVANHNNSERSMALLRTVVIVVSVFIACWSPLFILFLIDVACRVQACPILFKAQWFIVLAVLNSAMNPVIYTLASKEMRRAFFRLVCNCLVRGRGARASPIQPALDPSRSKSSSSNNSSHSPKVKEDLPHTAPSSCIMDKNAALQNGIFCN
Diaphorase inh = inhibits diaphorase or chemically oxidizes, flagging diaphorase assay artifacts. actives 0.69% (n = 190,000). diaphorase resazurin-to-resorufin fluorescence, NADH, 16 min; bacterial (C. kluyveri) enzyme, not human. inhibition, % at 20 µM. AID 1217;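 active means primary screen inhibition at 20 µM above a set limit, cut at about 50% in these data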;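 further: plate controls were DMSO with full reaction for no effect and wells lacking NADH for full effect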
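material = Clostridium kluyveri diaphorase enzyme | amount = 0.14 U/mL diaphorase, enzyme working solution | schedule = incubation 16 min, room temperature | detection = fluorescence of resorufin formed from resazurin, Ex 544/Em 590 nm | benchmarks = positive control minus NADH, DMSO neutral control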
Active calls of the source: *; / = no result given.

1	CCOC(=O)N1CCN(C(=O)COc2cc(C)c(Cl)c(C)c2)CC1
2	O=C(NCC(c1cccnc1)N1CCN(c2ccc(F)cc2)CC1)c1cccc(Cl)c1 (stereo not given)
3	O/N=C1\CCCc2oc3c(c21)CCCC3
4	C/C(=N\NC(=O)CSCc1cccc(Br)c1)c1ccc([N+](=O)[O-])cc1
5	CCN(CC)C(=O)CSc1nc(C)cc(-c2cccs2)c1C#N
6	COc1cc(C2NC(=O)NC(c3ccccc3)=C2C(C)=O)cc(Cl)c1OCC(=O)O (stereo not given)
7	COc1cc(N2CCCC2)c(OC)cc1/C=C(/C#N)c1ccc(F)cc1
8	CN(C)c1ccc(/C=C/c2nc3ccccc3s2)cc1

Assay by compound	1	2	3	4	5	6	7	8
PPARg SRC3 recr	-2	1	8	-3	4	1	6	-2
PMI act hi M6P	1	1	1.1	0.9	1.1	1.1	0.5	1
PPARg SRC-1 ag	1	-2	5	-10	6	0	8	-9
ROMK primary	-2.9	-4	/	/	0.18	-0.39	-0.71	/
TR-FRET SRC-2 ct	1532	1566	1555	1266	1383	1608	1650	1447
G6PDH counter	18	2	22	3	9	2	23	-4
PPARg SRC2 recr	0	10	4	-1	1	1	-1	-2
Diaph act CS	1	0.9	1.1	0.9	0.9	1	0.8	0.9
PMI activator	0.9	1	1	0.9	1.1	1.1	0.8	1
S1P3 antag	-8	3	/	/	/	4	/	/
Diaphorase inh	3	6	-12	15	9	4	21	12

9	COCCn1c(=O)[nH]c2cc(C(=O)NCc3ccccc3)ccc2c1=O
10	N/C(=N\OC(=O)CCCc1ccccc1)c1cccc([N+](=O)[O-])c1
11	Cc1nc(CS(=O)c2ccccc2)cc(N2CCOCC2)n1 (stereo not given)
12	CCOC(=O)c1ccc(NC(=O)N2CCN(c3ccccn3)CC2)cc1
13	Cc1ccc(CNC(=O)C(=O)Nc2nccs2)cc1
14	O=C(CCc1nc(-c2ccccc2)no1)NCc1cccnc1
15	S=C(Nc1ccc(Br)cc1)N1CCN(C2CCCCC2)CC1
16	O=C(CC1SCCNC1=O)Nc1ccccc1Cl (stereo not given)

Assay by compound	9	10	11	12	13	14	15	16
PPARg SRC3 recr	1	-2	0	-1	6	8	0	-5
PMI act hi M6P	1	0.8	1	1	1.1	0.9	0.9	1
PPARg SRC-1 ag	-3	4	2	-7	0	2	2	3
ROMK primary	0.031	0.28	/	0.63	-0.12	1.1	/	0.14
TR-FRET SRC-2 ct	1425	1262	1440	1307	1641	1680	1508	1406
G6PDH counter	-2	8	-2	0	1	-1	-8	4
PPARg SRC2 recr	4	2	7	-2	9	13	8	-2
Diaph act CS	0.8	0.8	1	1	1	0.8	0.9	0.9
PMI activator	1	1	1	0.9	1	1	0.9	1
S1P3 antag	/	-8	/	1	-24	/	/	-5
Diaphorase inh	16	19	3	4	1	15	9	10

Shown tab-delimited: 9 of the compounds above
no.	mol	PPARg SRC3 recr	PMI act hi M6P	PPARg SRC-1 ag	ROMK primary	TR-FRET SRC-2 ct	G6PDH counter	PPARg SRC2 recr	Diaph act CS	PMI activator	S1P3 antag	Diaphorase inh
8	CN(C)c1ccc(/C=C/c2nc3ccccc3s2)cc1	-2	1	-9	/	1447	-4	-2	0.9	1	/	12
9	COCCn1c(=O)[nH]c2cc(C(=O)NCc3ccccc3)ccc2c1=O	1	1	-3	0.031	1425	-2	4	0.8	1	/	16
10	N/C(=N\OC(=O)CCCc1ccccc1)c1cccc([N+](=O)[O-])c1	-2	0.8	4	0.28	1262	8	2	0.8	1	-8	19
11	Cc1nc(CS(=O)c2ccccc2)cc(N2CCOCC2)n1 (stereo not given)	0	1	2	/	1440	-2	7	1	1	/	3
12	CCOC(=O)c1ccc(NC(=O)N2CCN(c3ccccn3)CC2)cc1	-1	1	-7	0.63	1307	0	-2	1	0.9	1	4
13	Cc1ccc(CNC(=O)C(=O)Nc2nccs2)cc1	6	1.1	0	-0.12	1641	1	9	1	1	-24	1
14	O=C(CCc1nc(-c2ccccc2)no1)NCc1cccnc1	8	0.9	2	1.1	1680	-1	13	0.8	1	/	15
15	S=C(Nc1ccc(Br)cc1)N1CCN(C2CCCCC2)CC1	0	0.9	2	/	1508	-8	8	0.9	0.9	/	9
16	O=C(CC1SCCNC1=O)Nc1ccccc1Cl (stereo not given)	-5	1	3	0.14	1406	4	-2	0.9	1	-5	10

The list goes on.
17	CCCOc1ccc(C(=O)NCC(c2ccco2)N(C)C)cc1OC (stereo not given)
18	CC(=O)c1cccc(NC(=O)N2CCCc3ccccc32)c1
19	N=C1S/C(=C\c2ccc(O)cc2)C(=O)N1c1ccc(F)cc1
20	CCOC(=O)C1CCN(C(=O)CN(c2ccc(Cl)c(C(F)(F)F)c2)S(C)(=O)=O)CC1
21	CCCOc1ccc(N2C(=O)CC(NCc3cccs3)C2=O)cc1 (stereo not given)
22	COC(=O)c1ccccc1Oc1c(F)c(F)nc(N2CCOCC2)c1F
23	c1ccc(Cc2nnc(Sc3ccccc3)c3ccccc23)cc1
24	N#CC(c1ccc(Cl)nn1)c1c(F)cccc1Cl (stereo not given)

Assay by compound	17	18	19	20	21	22	23	24
PPARg SRC3 recr	2	1	-5	-8	3	-4	113*	5
PMI act hi M6P	1	1	1.1	0.9	1	0.8	0.9	0.9
PPARg SRC-1 ag	8	4	6	-4	0	-12	65*	7
ROMK primary	-0.28	-0.45	-0.077	/	-0.12	/	/	0.38
TR-FRET SRC-2 ct	1467	1670	1529	1408	1422	1444	4254*	1571
G6PDH counter	0	12	4	0	8	5	6	11
PPARg SRC2 recr	-4	3	-2	-2	-10	-4	117*	14
Diaph act CS	1	0.9	1	0.9	0.9	0.8	0.8	0.9
PMI activator	0.9	1	1.2	0.9	1	0.9	0.9	1.1
S1P3 antag	-3	19	-17	1	/	/	/	-23
Diaphorase inh	-3	9	-5	12	14	18	20	5

25	CCC(=O)N1CCN(c2ccccc2NC(=O)c2cccc(C)c2)CC1
26	Cc1cccc(N(C(=O)c2sc(C)nc2C)C(C(=O)NCc2ccco2)c2ccccc2)c1 (stereo not given)
27	O=c1[nH]c(Cc2ccccn2)nc2scc(-c3ccc(Cl)cc3)c12
28	CCOC(=O)C1CCN(C(=O)CCc2ccccc2)CC1
29	CC(=O)Nc1ccc(NC(=O)Cc2sc(-c3cccnc3)nc2-c2ccc(C)cc2)cc1
30	CCOC(=O)c1sc2ccc(S(=O)(=O)N3CCCCC3)cc2c1N
31	Cc1ccc(-c2cc(C(=O)NCc3cn(C)nc3C)c3cc(Br)ccc3n2)cc1
32	Fc1cnc(N2CCN(c3ccccc3)CC2)nc1N1CCN(c2ccccc2)CC1

Assay by compound	25	26	27	28	29	30	31	32
PPARg SRC3 recr	5	0	1	-8	3	4	21	-2
PMI act hi M6P	0.9	0.9	1.8	0.9	1	0.9	1	1
PPARg SRC-1 ag	6	4	0	7	6	10	23*	-3
ROMK primary	/	/	1.2	/	0.78	-0.99	1.2	-0.36
TR-FRET SRC-2 ct	1468	1679	1585	1642	1574	1616	2983*	1334
G6PDH counter	-26	3	10	8	9	13	-15	4
PPARg SRC2 recr	7	7	-1	2	-1	11	37*	0
Diaph act CS	0.9	0.8	0.9	0.9	0.9	0.7	0.9	1
PMI activator	0.9	0.9	1.6	0.8	0.9	0.9	0.9	1
S1P3 antag	2	/	-14	10	9	/	5	14
Diaphorase inh	8	21	13	11	12	27	12	4

33	CCNc1nc(OC)nc(SCC(=O)Nc2ccccc2)n1
34	Cc1cc(N2CCC(C(=O)NC3CC3)CC2)nc(-c2ccccc2)n1
35	Cn1c(=O)c2[nH]c(-c3ccccc3)c(O)c2n(C)c1=O
36	CCN(CC)CCNC(=S)Nc1ccc2nc(N3CCCC3)cc(C)c2c1
37	CC(C)C(=O)Nc1cccc(-c2nc3ccccc3o2)c1
38	CCCS(=O)(=O)N1CCC(C(=O)NCCc2ccc(OC)c(OC)c2)CC1

Assay by compound	33	34	35	36	37	38
PPARg SRC3 recr	2	-7	11	6	1	0
PMI act hi M6P	0.9	0.9	0.6	0.9	1	0.9
PPARg SRC-1 ag	2	5	8	0	1	-7
ROMK primary	/	-0.068	/	-0.091	0.16	/
TR-FRET SRC-2 ct	1458	1506	1679	1622	1492	1446
G6PDH counter	-1	5	-3	-4	2	-13
PPARg SRC2 recr	7	-2	10	0	5	2
Diaph act CS	0.9	0.9	0.5	1.1	1	0.9
PMI activator	0.9	0.9	0.5	1.1	0.9	0.9
S1P3 antag	6	0	9	0	-2	-17
Diaphorase inh	9	9	47	-12	-1	6

Assay outcomes as filed in PubChem.
